# High-throughput results (PubChem BioAssay)
# C1s inh: human complement C1s inhibition. AID 538. purified C1s, fluorogenic AMC substrate, pooled mixtures. 62,000 tested, 0.16% active. mean inhibition % of two 10-compound mixtures (stronger effect = higher value), % at 5 µM (by protocol);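 active means inhibition above 20% in each of the two 10-compound mixture wells holding the compound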;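 further: 0% = enzyme wells lacking compound mixture and 100% = no-enzyme blank wells; some compounds called inactive have numbers as strong as hits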
# CatL block: blocks human cathepsin L protease activity | 58,000 tested, 0.17% active | AID 460 | purified cathepsin L, fluorogenic substrate, fluorescence | inhibition, %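 (tested at 10 µM)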 | P07711; in the data active means inhibition above about 45%;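 further: 0% = enzyme with no compound and 100% = no enzyme blank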
# Target sequence (P07711 114-288 limits assumed): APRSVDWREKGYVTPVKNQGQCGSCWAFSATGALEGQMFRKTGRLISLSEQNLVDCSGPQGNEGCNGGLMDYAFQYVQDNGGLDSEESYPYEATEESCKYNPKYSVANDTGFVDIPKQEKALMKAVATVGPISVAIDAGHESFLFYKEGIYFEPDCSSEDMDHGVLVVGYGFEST
# Target sequence (P07711 292-333 limits assumed): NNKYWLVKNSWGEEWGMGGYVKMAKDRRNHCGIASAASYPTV
# CatG inh: inhibitors of human cathepsin G | 62,000 tested, 0.2% active | P08311 | purified enzyme, AMC-tetrapeptide fluorescence, pooled mixtures | inhibition, % at 5 µM (by protocol);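 active means inhibition above 20% in each of the two mixture wells holding the compound; inactive means inhibition of 20% or less in either well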;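 further: 0% = enzyme control without mixture and 100% = blank lacking enzyme; strong numbers were not always called active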
# Target sequence (P08311 21-244 limits assumed): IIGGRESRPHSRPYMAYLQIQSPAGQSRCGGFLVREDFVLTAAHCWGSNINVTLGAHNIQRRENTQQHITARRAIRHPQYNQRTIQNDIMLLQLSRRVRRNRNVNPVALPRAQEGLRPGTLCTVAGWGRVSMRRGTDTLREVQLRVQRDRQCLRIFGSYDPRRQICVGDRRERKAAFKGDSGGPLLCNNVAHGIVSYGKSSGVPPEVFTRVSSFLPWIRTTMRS
# CatB inh: inhibitors of human cathepsin B | 63,000 tested, 0.1% active | inhibition, %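 (tested at 10 µM)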 | purified cathepsin B, fluorogenic substrate, fluorescence | P07858; in the data active means inhibition above about 21%;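 further: 0% = enzyme with no compound and 100% = no enzyme blank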
# FXIa inh mix: inhibitors of human coagulation factor XIa, pooled mixtures; purified FXIa, fluorogenic substrate; inhibition, % at 5 µM; 62,000 tested, 0.19% active; AID 680; in the data active means inhibition above about 20%, passing the limit was not always enough;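 further: each value is inhibition by a whole ten-compound pool holding the compound; 0% = enzyme with no mixture and 100% = wells lacking enzyme; strong numbers were not always called active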
# CatB mix inh: inhibitors of human cathepsin B in compound mixtures; inhibition, %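 (ten-compound pools at 5 µM per compound and 50 µM total)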; Purified cathepsin B, AMC dipeptide fluorescence; AID 488; P07858; 62,000 tested, 0.06% active; in the data active means inhibition above about 22%, passing the limit was not always enough;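 further: 0% = enzyme without compound and 100% = no enzyme blank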
# AP complement: orthogonal test for alternative complement pathway inhibitors; Human serum alternative complement pathway, LPS-coated ELISA, C3 deposition; tested in compound mixtures; 62,000 tested, 0.08% active; inhibition, % at 5 µM;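 active means inhibition above 30% in each of the two pooled mixtures holding the compound, so the lower value exceeds 30%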;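 further: 0% = serum in Mg-EGTA without compound and 100% = EDTA serum blank; some compounds past the cut are filed as inactive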
#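 Assay system: Human serum alternative complement pathway, C3 deposition on LPS-coated wells | Incubation: 1 h serum-compound exposure at 37 °C | Doses: 5 µM per compound in ten-compound mixtures | Read-out: Percent inhibition | Technique: ELISA with HRP anti-human C3 antibody, TMB substrate, absorbance 450 nm | Replication: Two pool placements per compound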
# Ec RNAP inh: blocks E. coli RNA polymerase transcription. P0A8V2. fluorescence transcription assay. inhibition, %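 (tested at 10 µM)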. 62,000 tested, 0.2% active. AID 559; in the data active means inhibition above about 20%;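 further: 0% = enzyme without compound and 100% = no enzyme blank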
# CatS block: inhibitors of human cathepsin S; P25774; AID 501; inhibition, %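 (tested at 5 µM per compound within 10-compound mixtures)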; 62,000 tested, 0.06% active; recombinant cathepsin S, AMC dipeptide fluorescence, pooled mixtures; in the data active means inhibition above about 32%, passing the limit was not always enough;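 further: 0% = enzyme without compound and 100% = blank without enzyme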
# Target sequence (P25774 115-331 limits assumed): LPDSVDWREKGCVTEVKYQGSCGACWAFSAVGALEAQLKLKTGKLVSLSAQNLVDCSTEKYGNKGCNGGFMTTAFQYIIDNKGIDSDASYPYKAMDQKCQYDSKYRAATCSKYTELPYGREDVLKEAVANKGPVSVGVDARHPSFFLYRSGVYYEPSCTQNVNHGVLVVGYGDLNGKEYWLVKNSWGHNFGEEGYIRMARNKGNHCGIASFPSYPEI
# Starred values were filed as active, the others as inactive; · = not tested or not shown.
SMILES,C1s inh,CatL block,CatG inh,CatB inh,FXIa inh mix,CatB mix inh,AP complement,Ec RNAP inh,CatS block
CCCS(=O)(=O)N1CCC(C(=O)NCCCN(CC)c2cccc(C)c2)CC1,-12.9,-6.7,-13.7,0.4,3.6,-2.4,2.9,-7.7,-8.3
C=CCNC(=O)CCCc1ccccc1,-37.9,·,-10.4,10.9,3.2,4.6,-9.4,4.4,10.0
CCCCNC(=O)Oc1cccc(N2CCCC2=O)c1,-34.2,8.4,3.5,-0.1,-5.0,-5.1,3.6,0.4,0.4
c1ccc2c(c1)CCN(CCCNc1nc3ccccc3n3cnnc13)C2,-15.1,·,1.6,1.0,-2.5,-4.5,-2.3,9.8,5.1
Cc1ccnc(SCCn2c(N3CCN(c4ccccc4)CC3)nc3c2c(=O)[nH]c(=O)n3C)n1,-4.9,-2.3,8.5,0.9,1.3,3.8,20.9,5.7,2.2
COc1ccc2[nH]c(=O)c(CN(Cc3nnnn3CCc3ccccc3)CC3CCCO3)cc2c1 (centres undefined),12.3,-6.7,12.0,-0.9,6.2,2.8,-2.1,6.1,-9.5
NC(=O)C1(N2CCCCC2)CCN(CC(=O)Nc2cc(Cl)ccc2Cl)CC1,-13.1,-0.2,-0.5,6.1,-3.3,3.8,-11.4,-2.3,25.4
CCC(C)(C)n1nnnc1C(c1ccc(C)cc1)N1CCN(Cc2cccnc2)CC1 (centres undefined),-6.8,-6.3,-3.7,-0.9,0.8,-0.5,0.5,5.3,0.0
COc1ccc2c(CC(=O)OCC(=O)N3CCc4ccccc43)coc2c1,-0.5,7.6,0.9,3.5,-0.5,-1.1,-2.8,15.6,-0.3
CC(=O)c1cccc(NC(=O)c2cc(-n3cnnc3)ccc2Cl)c1,-11.6,8.8,-6.3,4.7,-1.4,-3.2,-6.1,6.5,12.8
O=C(c1ccco1)N1CCN(C(c2cccs2)c2nnnn2C2CCCCC2)CC1 (centres undefined),2.6,31.6,-2.7,-0.8,1.1,0.1,-18.3,9.5,8.6
O=C(Nc1nnc(COc2ccc(F)cc2)s1)c1cccs1,-3.3,22.9,2.3,3.2,9.1,0.4,4.2,4.7,18.5
Cc1cc(NC(=O)CCc2ccc(C)o2)no1,1.6,-3.6,2.9,-2.2,7.5,7.7,4.6,8.4,11.2
O=C(NCCCN1CCCC1=O)c1nnc(Cc2c(F)cccc2Cl)o1,13.4,-7.8,7.2,1.0,6.8,13.7,26.2,5.1,22.3
COCC(C)NC(=O)c1cc(-c2cccc(OC)c2)on1 (centres undefined),-5.2,-4.9,4.0,3.7,6.2,0.6,10.2,-5.2,-7.4
CC(=O)Nc1ccc(C(=O)Nc2ccc3c(c2)OCO3)cc1,1.7,-7.4,7.5,-0.3,5.5,4.1,15.6,1.0,-6.1
CCOC(=O)c1oc2cc(O)ccc2c(=O)c1-c1ccccc1OC,5.5,-17.7,6.6,-0.3,7.0,0.9,2.3,4.2,-5.2
Cc1cc(C)n2nc(C(=O)NCc3ccco3)nc2n1,8.7,9.7,10.6,1.1,3.3,3.3,7.0,3.4,-13.2
Cc1cc(Cl)c(S(N)(=O)=O)cc1OCC(N)=O,3.2,·,3.1,-2.5,1.9,-1.0,-9.9,6.2,10.3
CCN(C(=O)CN1CCCc2ccccc21)c1c(N)n(Cc2ccccc2)c(=O)[nH]c1=O,-87.1,-4.9,-2.4,-0.2,-11.4,-3.6,5.1,4.5,-12.5

# Next section:
SMILES,C1s inh,CatL block,CatG inh,CatB inh,FXIa inh mix,CatB mix inh,AP complement,Ec RNAP inh,CatS block
Cc1ccc(N2C(=O)C(Cl)=C(NCCO)C2=O)c(C)c1,13.9,19.0,9.1,2.6,6.5,1.2,-8.0,8.6,4.1
Cc1csc(C2=C(O)CN(CCc3ccccc3)C2=N)n1,-67.6,10.6,-9.0,1.8,-15.9,-3.5,4.9,1.9,-3.3
O=C(C1CCN(S(=O)(=O)N2CCC3(CC2)OCCO3)CC1)N1CCOCC1,-17.5,-3.4,-5.8,4.9,-1.0,9.1,-19.9,0.6,23.5
CCC(=O)Oc1ccc(/C(CC)=C(\CC)c2ccc(OC(=O)CC)cc2)cc1,11.8,8.0,13.5,·,9.8,4.7,-0.4,12.8,12.2
CCCOc1ccc(C2/C(=C(/O)c3ccc(F)cc3)C(=O)C(=O)N2CCCN(C)C)cc1 (centres undefined),-71.0,·,-4.8,3.0,-6.4,-1.2,5.8,5.0,-0.9
COc1ccc(CN(C(=O)c2ccco2)c2ccc(Br)cc2)cc1OC,-24.1,10.7,-3.7,2.1,6.9,-1.5,-9.8,-2.5,1.1
Cc1cccn2c(=O)c3cc(C(=O)NCc4cccnc4)c(=N)n(C(C)C)c3nc12,-215.5,·,-14.0,-15.6,-36.5,-13.3,7.7,-21.9,-12.0
Cc1cc(C)c2nc(C(F)(F)F)nc(N3CCN(C(=O)c4ccco4)CC3)c2c1,-3.8,-8.8,9.2,0.6,4.2,1.3,16.0,3.5,-6.1
COc1cc(CCC(=O)OCn2nnc3ccccc3c2=O)cc(OC)c1OC,13.7,2.2,13.5,4.8,3.1,-4.1,-12.0,9.7,4.3
COCCOc1ccc(C(F)(F)F)cc1Nc1nc2ccccc2o1,0.7,6.4,-4.8,4.8,4.8,1.4,2.4,1.9,23.1
COc1ccc(CNc2oc(-c3ccccc3)nc2C#N)cc1,-11.2,-38.8,-10.7,2.6,0.3,5.2,-12.6,-1.5,15.0
CC(C)n1c(=S)[nH]c2c1c(=O)[nH]c(=O)n2C,-30.6,5.5,-10.1,6.4,1.7,1.4,-10.7,7.1,2.9
Nc1cc(=O)nc(SCC(=O)NC2CCCCC2)n1-c1ccccc1,13.4,7.4,9.1,7.6,5.2,2.5,10.7,6.3,12.3
O=C(NCCc1c[nH]c2ccccc12)c1c(Cl)nc2sccn12,0.8,·,-1.6,-1.4,8.4,-2.1,24.5,-8.6,-12.2
CCOc1ccccc1CN(CCc1ccc2c(c1)OCO2)Cc1ccccn1,-52.7,·,-6.0,2.5,-21.3,-0.6,7.9,9.4,8.4
c1ccc(OCc2nc(-c3ccccc3)no2)cc1,-15.0,3.0,-9.3,2.4,-2.7,2.7,-10.0,-13.2,3.2
COC(=O)[C@H](CCSC)NC(=O)Nc1ccc(C(C)=O)cc1,22.5,11.0,13.5,-0.2,39.7,6.2,10.3,8.4,1.8
CCOc1ccc2nc(SCC(=O)N3CCCCCC3)c(C#N)cc2c1,0.2,-1.6,3.3,-3.6,10.9,5.0,5.8,4.3,-3.9
COc1ccc(CC(=O)Nc2c3c(nn2-c2cccc(C)c2C)CS(=O)(=O)C3)cc1,-24.3,1.9,-17.8,3.0,-14.5,-9.5,1.4,-4.3,-4.3
O=C(CSc1ccc2nnc(-c3ccccn3)n2n1)N1CCN(c2ccccc2)CC1,-127.5,11.5,-6.3,2.2,-24.2,-9.0,8.1,5.1,-1.5

# Additional compounds
SMILES,C1s inh,CatL block,CatG inh,CatB inh,FXIa inh mix,CatB mix inh,AP complement,Ec RNAP inh,CatS block
CCN1CCN(CCCNC(=O)c2csc3c2CCCCC3)CC1,45.2,-6.2,9.4,1.7,-0.2,3.9,6.9,3.4,-0.7
Cc1ccc(-c2nc3ccccc3n3nnnc23)cc1,13.2,-14.4,12.2,-0.7,8.0,4.5,18.0,3.9,-3.9
COc1ccc(CNC(=O)CN(C(=O)c2ccc(CN3CCOCC3)o2)C2CCCC2)cc1,-25.9,-1.6,2.2,-1.2,9.6,-0.6,1.6,1.8,6.9
Cc1ccc(N2CCCn3c2nc2c3c(=O)n(CC(=O)OCc3ccccc3)c(=O)n2C)cc1C,13.5,-1.1,12.7,9.4,10.5,4.6,-2.6,8.1,16.7
CCN(CC)S(=O)(=O)c1ccc(NC2CCCc3ccccc32)nc1 (centres undefined),8.4,9.8,10.5,-2.9,7.9,3.5,15.3,3.6,1.2
COc1cccc(NS(=O)(=O)c2ccc(Br)s2)c1,11.8,-1.8,7.4,3.4,-10.7,-3.2,7.1,2.5,4.5
CCSc1nc2c(cnn2-c2ccc(C)c(C)c2)c(=O)[nH]1,14.5,-3.3,12.0,1.4,0.4,5.3,16.3,8.3,0.4
COc1cc(OC)cc(C(=O)Nc2cccc(NC(C)=O)c2)c1,15.9,-7.0,12.8,4.4,4.4,2.6,12.8,5.9,-4.9
Cc1ccnc(NC(=O)C2CCN(S(=O)(=O)c3cccc4nsnc34)CC2)c1,1.0,8.8,-0.7,-4.5,4.8,2.9,17.5,5.0,3.6
COc1cccc(CNC(=O)CCS(=O)(=O)c2cccc3nonc23)c1,11.0,10.8,7.7,2.5,-0.5,3.7,9.5,5.8,1.9
CCn1cnc2scc(-c3ccccc3)c2c1=O,-5.2,-6.5,-0.4,-6.5,-1.3,3.4,16.9,0.6,-6.6
Nc1nnc(-c2cccc(Cl)c2Cl)c(N)n1,-8.0,20.3,-5.0,2.1,1.2,7.0,-19.1,9.9,12.1
COc1ccccc1CNc1nc2nc(C)c(C)c(=O)n2[nH]1,-0.2,17.4,7.1,1.4,-2.1,3.0,-3.3,12.5,11.9
C=CCn1c(SCCC#N)nnc1-c1ccncc1,-0.6,·,-2.4,6.4,9.8,2.7,-2.1,7.8,12.8
CN(CC(=O)Nc1ccc(F)c(F)c1F)c1cnccn1,-37.3,13.9,5.5,1.3,1.9,-0.7,10.2,1.1,12.2
CC(=O)Nc1cccc(NC(=O)C2CCCN2C(=O)Nc2ccc(C)cc2)c1 (centres undefined),2.9,10.6,0.1,1.9,-0.7,4.4,0.0,2.5,6.8
CCC(=O)N1c2ccccc2[C@@H](N(C(C)=O)c2ccccc2)C[C@H]1C,13.8,-4.2,10.8,-1.7,8.4,5.4,3.0,11.2,14.1
N#Cc1cn(Cc2cccc(Cl)c2)c2ccccc12,-83.1,-6.2,-4.3,-1.3,-15.6,-4.5,3.8,6.0,-14.8
COc1ccccc1NC(=O)CSc1nnc(-c2ccco2)n1Cc1ccco1,0.6,1.1,7.5,7.9,9.9,4.4,2.5,9.7,-0.3
CCCCCn1c(SCC2CCCO2)nc2cc(C(=O)N3CCC(C(N)=O)CC3)ccc2c1=O (centres undefined),-3.0,2.2,0.1,-4.8,3.7,6.2,9.8,3.1,1.9

# The list goes on.
SMILES,C1s inh,CatL block,CatG inh,CatB inh,FXIa inh mix,CatB mix inh,AP complement,Ec RNAP inh,CatS block
CCOC(=O)c1cc(NC(=O)SCC(=O)O)c(C)nc1C,-0.3,-8.1,8.9,2.7,-5.3,-6.1,3.5,8.7,2.5
Cn1nnnc1SCC(=O)NC(=O)Cc1ccccc1,31.0,9.6,-3.6,7.9,1.5,9.2,8.0,4.3,5.5
CC(=O)C1(O)C(C)CC2C3CCC4CC(O)CCC4(C)C3=CCC21C (centres undefined),13.7,·,9.7,7.0,7.6,1.8,14.2,6.7,-3.1
COc1ccc(CCNC(=O)CSc2nc(O)c(CC(C)C)c(=O)[nH]2)cc1OC,4.2,19.0,6.1,0.3,6.5,4.6,4.3,12.1,13.4
CC(CC(=O)O)CC(=O)Nc1ccccc1C(=O)O (centres undefined),-38.7,11.3,-0.8,5.7,-3.9,0.8,-4.6,12.2,13.7
O=C1CC(N(O)c2ccccc2)C(=O)N1c1cc(Cl)cc(Cl)c1 (centres undefined),-1.7,-4.9,11.7,2.4,-4.4,-5.1,8.7,3.8,-3.9

# Single records, from the list above. Order of screens: C1s inh | CatL block | CatG inh | CatB inh | FXIa inh mix | CatB mix inh | AP complement | Ec RNAP inh | CatS block
# CCOC(=O)c1cc(NC(=O)SCC(=O)O)c(C)nc1C is listed as -0.3 | -8.1 | 8.9 | 2.7 | -5.3 | -6.1 | 3.5 | 8.7 | 2.5
# CC(CC(=O)O)CC(=O)Nc1ccccc1C(=O)O (centres undefined) is listed as -38.7 | 11.3 | -0.8 | 5.7 | -3.9 | 0.8 | -4.6 | 12.2 | 13.7

# The list is partial (hit frequency here may not be typical).
